PLAP activator: human PLAP activation. purified PLAP enzyme, luminescent substrate read-out; stronger effect = higher value. activation fold at 20 µM. 1.2% of 96,000 active. AID 696; in the data active means activation fold above about 2
CYP2C19 act: activators of human cytochrome P450 2C19 | P33261 | recombinant CYP2C19, luciferin-H EGE luminescence; stronger effect = higher value; 0 = fully inhibited enzyme, 1 = untreated enzyme | activation factor at 5 µM | 96,000 tested, under 10 active | AID 1025;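 active means activation factor of at least 2 at 5 µM in the primary screen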;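 further: 0 = wells with 2.5 mM tranylcypromine and 1 = vehicle-only wells; values of inactives mirror those of a sister screen read the other way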
CYP2C9 inh: inhibitors of human CYP2C9; CYP2C9 Supersomes, luciferin-H conversion, luminescence; inhibition, % at 5 µM; 20% of 96,000 active; P11712;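 active means blocking of liver enzyme CYP2C9 beyond about 50% at 5 µM, limit read from the data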; further: values of inactives mirror those of a sister screen read the other way
PTK2B oligo ant: Pyk2 (human) oligomerization antagonism; Q14289; 0.83% of 99,000 active; z-score (the deposit names both 25 µM and 10 µM); Q293 cells, Pyk2 FERM NanoBiT luminescence; stronger effect = lower value;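 active means Z-score of -3 or lower, scaled per plate to the spread of control and sample wells; inactive means z-score above -3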;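 further: negative z-score means lost luminescence so less FERM oligomerization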
Target sequence (Q14289 whole entry, looked up): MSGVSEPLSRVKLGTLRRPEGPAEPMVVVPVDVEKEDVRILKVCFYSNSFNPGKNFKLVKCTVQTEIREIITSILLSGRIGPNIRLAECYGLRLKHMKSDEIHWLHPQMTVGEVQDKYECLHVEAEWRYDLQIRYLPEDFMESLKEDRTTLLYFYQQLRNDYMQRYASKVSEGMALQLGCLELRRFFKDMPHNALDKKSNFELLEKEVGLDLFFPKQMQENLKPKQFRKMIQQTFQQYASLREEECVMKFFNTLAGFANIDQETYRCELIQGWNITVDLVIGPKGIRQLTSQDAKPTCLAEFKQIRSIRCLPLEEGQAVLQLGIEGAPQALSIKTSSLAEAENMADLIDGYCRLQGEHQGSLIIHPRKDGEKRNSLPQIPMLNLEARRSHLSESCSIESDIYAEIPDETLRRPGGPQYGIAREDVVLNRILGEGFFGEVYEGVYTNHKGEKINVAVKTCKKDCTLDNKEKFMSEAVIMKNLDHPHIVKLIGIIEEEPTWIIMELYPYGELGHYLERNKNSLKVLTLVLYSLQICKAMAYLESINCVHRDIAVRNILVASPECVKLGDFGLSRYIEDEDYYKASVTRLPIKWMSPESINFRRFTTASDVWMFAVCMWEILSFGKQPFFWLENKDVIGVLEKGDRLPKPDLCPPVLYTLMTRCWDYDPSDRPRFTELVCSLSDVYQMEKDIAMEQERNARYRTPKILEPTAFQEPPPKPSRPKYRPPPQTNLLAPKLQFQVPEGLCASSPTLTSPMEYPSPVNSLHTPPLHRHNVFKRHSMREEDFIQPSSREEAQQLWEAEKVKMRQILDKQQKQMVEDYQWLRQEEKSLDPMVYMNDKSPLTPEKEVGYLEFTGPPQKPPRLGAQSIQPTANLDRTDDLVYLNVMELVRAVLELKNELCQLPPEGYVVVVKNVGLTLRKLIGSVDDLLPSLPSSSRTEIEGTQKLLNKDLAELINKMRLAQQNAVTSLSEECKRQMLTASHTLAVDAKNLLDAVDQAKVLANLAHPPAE
MT1-MMP txn act: activates MT1-MMP transcription; 0.16% of 86,000 active; HT1080 MT1-MMP promoter luciferase reporter, luminescence, overnight; stronger effect = higher value; activation factor at 10 µM;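 active means activation factor of at least 2 for MT1-MMP transcription at 10 µM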
CYP2C9 activ: increases human cytochrome P450 2C9 activity. recombinant CYP2C9, luciferin-H conversion, luminescence; stronger effect = higher value; factor 1 = untreated enzyme, 0 = blocked. activation factor at 5 µM. 1.4% of 96,000 active;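 active means activation factor of 2 or more for CYP2C9 at a 5 µM dose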;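 further: 0 = sulfaphenazole-blocked wells and 1 = vehicle-only wells; values of inactives mirror those of a sister screen read the other way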
CD11b adhes enh: increases human CD11b/CD18 adhesion to fibrinogen; P05107+P11215; K562 CD11b/CD18 adhesion to fibrinogen, ATPlite luminescence; activation, % at 10 µM; 0.07% of 93,000 active; AID 1499;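 active means 10 µM primary screen giving 50% or more activity, confirmed by 40% or more on retest at that dose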; further: strong numbers were not always called active; reference of the scale not given here
Mac1 fbg inh: CD11b/CD18-fibrinogen binding inhibition | P05107+P11215 | K562 CD11b/CD18 adhesion to fibrinogen, ATPlite luminescence; Mn2+ added to activate the integrin | inhibition, % at 10 µM | 0.54% of 93,000 active;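 active means primary inhibition of 50% or more at 10 µM, then 40% or more on retest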; further: some results filed as inactive read as strong as hits
CYP2C19 inh: blocks human cytochrome P450 2C19; CYP2C19 Supersomes, luciferin-H EGE luminescence, 30 min; inhibition, % at 5 µM; 21% of 96,000 active;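 active means CYP2C19 inhibition above a set limit at 5 µM in the primary screen, cut at about 50% in these data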;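 further: plate controls were negative control wells for no effect and 2.5 mM tranylcypromine positive control for full effect; values of inactives mirror those of a sister screen read the other way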
An asterisk follows results filed as active; x = not tested or not shown.

SMILES | PLAP activator | CYP2C19 act | CYP2C9 inh | PTK2B oligo ant | MT1-MMP txn act | CYP2C9 activ | CD11b adhes enh | Mac1 fbg inh | CYP2C19 inh
Cc1cccc(NS(=O)(=O)c2cccs2)n1 | 1 | 1.1 | -9 | 0.38 | 1 | 1.1 | -3 | -4 | -8
COc1cc2c(cc1OC)C(c1ccc(-c3ccccc3Cl)o1)=NCC2 | 1.5 | 0.7 | 62* | -0.29 | 0.6 | 0.4 | 1 | 9 | 32
Cc1cccc(OCC(=O)NCCN2CCOCC2)c1 | 1.2 | 0.8 | 1 | -0.13 | 1.1 | 1 | -4 | 7 | 18
COc1ccc(N2CCN(C(=O)CSc3ncnc4c3cnn4-c3ccc(OC)cc3)CC2)cc1 | 0.8 | 0.9 | 21 | -0.39 | 0.9 | 0.8 | 4 | -14 | 5
COc1ccc(-n2c(Cc3cccn3C)nnc2SCC(=O)Nc2cccc(C)c2C)cc1 | 1.4 | 0.8 | 27 | x | 1.1 | 0.7 | 5 | -6 | 18
O=C(CSc1nnnn1-c1ccccc1)NC(=O)Nc1ccc2c(c1)OCCO2 | 0.8 | 1.1 | -4 | -0.95 | 1.6 | 1 | -3 | 10 | -13
CCn1c(COc2ccc(C)cc2)nnc1SCC(=O)Nc1ccc(S(N)(=O)=O)cc1 | 0.9 | 0.9 | 22 | 0.16 | 1.1 | 0.8 | 0 | -18 | 7
O=C(CCNC(=O)Cn1cnc2ccccc2c1=O)NCC1COc2ccccc2O1 (centres undefined) | 1.2 | 0.9 | 28 | 0.32 | 1.3 | 0.7 | x | x | 14
O=C(NCCN1CCOCC1)c1cc2n(n1)C(C(F)(F)F)CC(c1ccc(F)cc1)N2 (centres undefined) | 1.7 | 1.2 | -7 | 0.26 | 1.1 | 1.1 | -4 | 8 | -17
O=C(Cc1ccc(Cl)cc1)Nc1ccc(N2CCN(C(=O)c3ccco3)CC2)c(Cl)c1 | 2.4* | 0.1 | 97* | 0.16 | 0.9 | 0 | 31 | 8 | 92*
Nc1ccc(CCS(N)(=O)=O)cc1 | 0.8 | 1 | -6 | 0.95 | 1.1 | 1.1 | 0 | 0 | -1
COc1ccc(C)cc1Cn1c(S(C)(=O)=O)nc2ccccc21 | 1.5 | 0 | 62* | -1.8 | 1.1 | 0.4 | -4 | 4 | 98*
Cc1cc2c(c(=O)n1Cc1cccnc1)C(Cc1ccccc1)C(C#N)=C(N)O2 (centres undefined) | 0.8 | 0.3 | 68* | -0.91 | 1 | 0.3 | -4 | 8 | 74*
O=C(CCC1CCCCC1)NNC(=O)NC12CC3CC(CC(C3)C1)C2 | 1.7 | 0 | 16 | 0.31 | x | 0.8 | 2 | 48 | 95*
COc1ccc2[nH]c(=O)c(-c3noc(-c4ccccc4)n3)cc2c1 | 1.1 | 1 | 13 | -0.55 | 1.2 | 0.9 | 8 | 1 | 3
O=C1c2ccccc2C(=O)N1CC1c2ccccc2CCN1S(=O)(=O)c1ccccc1 (centres undefined) | 1.2 | 0.6 | 28 | -1.5 | x | 0.7 | x | x | 37
C=CCn1c(N)c(C(=O)OCC(C)C)c2nc3ccccc3nc21 | 1.1 | 0.8 | 28 | 1.2 | 1.2 | 0.7 | 2 | 11 | 18
Cc1ccc(-n2cnc3c(sc4nccc(N(C)C)c43)c2=O)cc1 | 0.9 | 0.8 | 36 | -1.6 | 1.4 | 0.6 | 1 | -16 | 16
CC(C)C(=O)Nc1cccc(NC(=S)NC(=O)c2ccc([N+](=O)[O-])cc2)c1 | 1 | 0.8 | -37 | -0.76 | x | 1.4 | 2 | 0 | 23
Cc1csc(NC(=O)C2CCN(S(=O)(=O)c3ccc4c(c3)oc(=O)n4C)CC2)n1 | 1.1 | 0.7 | -28 | x | x | 1.3 | -1 | -4 | 25

Record cards, from the list above. Order of screens: PLAP activator | CYP2C19 act | CYP2C9 inh | PTK2B oligo ant | MT1-MMP txn act | CYP2C9 activ | CD11b adhes enh | Mac1 fbg inh | CYP2C19 inh
Listed for C=CCn1c(N)c(C(=O)OCC(C)C)c2nc3ccccc3nc21 = 1.1 | 0.8 | 28 | 1.2 | 1.2 | 0.7 | 2 | 11 | 18
Listed for O=C(NCCN1CCOCC1)c1cc2n(n1)C(C(F)(F)F)CC(c1ccc(F)cc1)N2 (centres undefined) = 1.7 | 1.2 | -7 | 0.26 | 1.1 | 1.1 | -4 | 8 | -17
Listed for CCn1c(COc2ccc(C)cc2)nnc1SCC(=O)Nc1ccc(S(N)(=O)=O)cc1 = 0.9 | 0.9 | 22 | 0.16 | 1.1 | 0.8 | 0 | -18 | 7
Listed for O=C(CCNC(=O)Cn1cnc2ccccc2c1=O)NCC1COc2ccccc2O1 (centres undefined) = 1.2 | 0.9 | 28 | 0.32 | 1.3 | 0.7 | x | x | 14
Listed for CC(C)C(=O)Nc1cccc(NC(=S)NC(=O)c2ccc([N+](=O)[O-])cc2)c1 = 1 | 0.8 | -37 | -0.76 | x | 1.4 | 2 | 0 | 23

(listing goes on)
SMILES | PLAP activator | CYP2C19 act | CYP2C9 inh | PTK2B oligo ant | MT1-MMP txn act | CYP2C9 activ | CD11b adhes enh | Mac1 fbg inh | CYP2C19 inh
N/C(=N\OC(=O)c1ccc(Cl)cc1)c1cccnc1 | 1.3 | 0.6 | 12 | 0.26 | x | 0.9 | -6 | 34 | 43
COC(=O)c1sc2ncccc2c1OCc1ccccc1Cl | 0.9 | 0.8 | 28 | 0.23 | x | 0.7 | -4 | -12 | 21
O=C(NNC(=O)c1cccnc1)Nc1cccc2ccccc12 | 1.5 | 0.9 | 3 | -0.73 | x | 1 | x | x | 11
Cn1c(Cc2ccc3c(c2)OCO3)nnc1SCC(=O)N1CCc2ccccc2C1 | 1.3 | 0.6 | 11 | 0 | 1.2 | 0.9 | 0 | 0 | 42
Cc1ccc(-n2c(Cc3cccn3C)nnc2SCC(N)=O)cc1 | 1.1 | 1 | -3 | 0.21 | 1.1 | 1 | -4 | 57 | -2
CCc1c(C)sc(NC(=O)CC#N)c1C#N | 1.2 | 1 | 0 | 0.08 | 1.2 | 1 | 31 | 19 | 1
Cc1cc(C)nc(N(C#N)Cc2cccc3ccccc23)n1 | 0.8 | 0.4 | -194 | -2.2 | x | 2.9* | 5 | 5 | 59*
CC(C)n1cc(-c2ccc(Cl)cc2)cc(C#N)c1=O | 0.9 | 1 | 20 | -0.51 | 1.6 | 0.8 | 1 | 21 | 1
CN(C(=O)CC(NC(=O)c1ccccc1)(c1ccccc1)c1ccccc1)c1ccccc1 | 1.3 | 0.6 | 22 | -1.4 | x | 0.8 | x | x | 36
CC[n+]1c(/C=C2\C=C(C)CC(C)(C)C2)sc2ccccc21 | 0.9 | 0.9 | 11 | -0.75 | x | 0.9 | -6 | 73* | 5
O=C(Nc1ccc2c(c1)OCCO2)C1c2ccccc2C(=O)N2CCc3ccccc3C12 (centres undefined) | 0.9 | 0.8 | 20 | x | x | 0.8 | 8 | 7 | 15
CCC(C)[C@@H](C(=O)Nc1ccc2c(c1)OCO2)N1Cc2ccccc2C1=O (some centres undefined) | 1.2 | 0.3 | 51* | x | 1.3 | 0.5 | -1 | 6 | 69*
CCOC(=O)C1=C(C)NC(=O)NC1C (centres undefined) | 0.8 | 1.1 | -5 | -0.08 | 1 | 1.1 | 1 | -38 | -5
CC(C)n1c(C(O)c2ccc3c(c2)OCO3)nc2ccccc21 (centres undefined) | 2.4* | 0 | 53* | -0.54 | 1.2 | 0.5 | -1 | 1 | 98*
CC(C)CCn1c(S(=O)(=O)O)nc2ccccc21 | 1 | 0.8 | 8 | 0.31 | 1.2 | 0.9 | x | x | 18
CN(C)CCCNC(=O)c1cc(Br)ccc1Cl | 0.9 | 0.7 | 19 | 0.78 | x | 0.8 | -2 | -24 | 28
CCc1nc(SCC(N)=O)c2c(=O)n(C)c(=O)n(C)c2n1 | 1.1 | 1.1 | -3 | x | 1 | 1 | -4 | 2 | -10
CCOC(=O)COn1c(=O)c(-c2cc3ccccc3o2)[n+]([O-])c2ccccc21 | 1.1 | 1 | 11 | -0.9 | x | 0.9 | x | x | -3
O=C(CCN1C(=O)C2C3C=CC(C3)C2C1=O)Nc1c(F)cc(F)cc1Br (centres undefined) | 0.9 | 0.8 | -2 | 0.58 | 1.2 | 1 | -2 | -15 | 16
CCOC(=O)N1CCN(C(=O)c2cccc(OC)c2O)CC1 | 0.9 | 0.4 | 4 | 0.2 | x | 1 | -2 | -18 | 57*
O=S(=O)(c1ccc(F)cc1)N1CCN(CC(O)COCc2cccs2)CC1 (centres undefined) | 1.6 | 0.9 | -10 | 0.74 | 1.1 | 1.1 | -2 | 3 | 14
CC1(C)CC(=O)C2=C(C1)N(Cc1cccnc1)C(=O)C2(NC(=O)c1cccnc1)C(F)(F)F (centres undefined) | 0.9 | 1 | -4 | -1.1 | 1.1 | 1 | x | x | 1
O=C(/C=C/c1ccco1)NC(=S)Nc1ccc(Cl)cn1 | 1 | 0.9 | 26 | 0.33 | 1.1 | 0.7 | 14 | 8 | 15
Cc1cc(S(=O)(=O)N(Cc2ccc(C(C)C)cc2)CC2CCCO2)ccc1-n1cnnn1 (centres undefined) | 1.6 | 0.6 | 53* | 0.11 | 1.3 | 0.5 | 3 | 26 | 44
COc1ccccc1Oc1ccc(S(=O)(=O)Nc2cccnc2)cc1 | 0.8 | 0.1 | 85* | 0.02 | 1 | 0.2 | -11 | 94 | 88*
Cc1ccc(CS(=O)(=O)CCC(=O)NCC2CCCO2)cc1 (centres undefined) | 1.1 | 0.9 | -1 | 0.65 | 0.9 | 1 | 5 | -1 | 11
CCS(=O)(=O)N1CCCC(C(=O)NCc2ccc3c(c2)OCO3)C1 (centres undefined) | 0.9 | 0.8 | 6 | 2.1 | 1.3 | 0.9 | x | x | 20
Clc1ccc2nc(CN3CCCCCC3)cn2c1 | 1.2 | 1 | -6 | 0.8 | 1.2 | 1.1 | x | x | 4
CC(C)(C)n1ncc2c(=O)n(CC(=O)Nc3ccc4c(c3)OCO4)cnc21 | 1.1 | 1.1 | 2 | -0.39 | 1.2 | 1 | -3 | 6 | -8
C(=N\c1nc2ccccc2n1Cc1ccccc1)/c1cccs1 | 1.1 | 0.9 | 36 | 0.39 | 1.1 | 0.6 | -5 | 1 | 7
COC(=O)COc1ccc(Oc2cc(C)nc(SC)n2)nn1 | 0.8 | 1 | -4 | 0.04 | 1.1 | 1 | -2 | -25 | -1
C=CCN(N=Nc1cccc([N+](=O)[O-])c1)c1cccc([N+](=O)[O-])c1 | 0.6 | 0.8 | 46 | -0.03 | 1.2 | 0.5 | -4 | 7 | 19
CCN(CC)CCn1c(-c2ccccc2)nc(=S)c2c1CC(C)(C)OC2 | 0.8 | 1 | -9 | 0.44 | 0.9 | 1.1 | -8 | 5 | 1
CCOc1ccccc1N1CCN(C(=O)c2cc(C)oc2C)CC1 | 1.6 | 0.3 | 27 | -0.32 | 1.1 | 0.7 | -1 | 3 | 68*
Cc1oc2c(C)c(O)ccc2c(=O)c1-c1ccc2ccccc2n1 | 1.1 | 1.1 | 15 | 0.79 | x | 0.8 | x | x | -13
CC1CCN(c2ncccc2C(=O)O)CC1 | 1 | 1 | 11 | 0.58 | 1 | 0.9 | -4 | 2 | 0
O=C(c1ccc(Cl)cc1)c1ccc(OCC(O)CN2CCOCC2)cc1 (centres undefined) | 1.3 | 0.9 | 12 | 0.32 | 1.1 | 0.9 | 0 | 7 | 7
COC(=O)c1ccc(SC2CCCCC2)c([N+](=O)[O-])c1 | 0.9 | 0.7 | 20 | -0.76 | x | 0.8 | x | x | 29

Screening data: PubChem, Sanford-Burnham Center for Chemical Genomics
